ERK AVP inh = inhibitors of vasopressin-stimulated ERK signaling pathway; Potency, µM (titrated, usually from 57.5 µM), for inactives: top-dose activity, negative = inhibition, usual class: inhibitors; AID 995; HEK293-V1b, vasopressin-stimulated pERK AlphaScreen; actives 0.99% (n = 72,000); note: potency is the fitted concentration of half-maximal effect; % is set by controls: 0 for no effect and ±100 for the full control effect; nearly all actives have a fitted effect of over 55% in size
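HEK293 cells stably expressing V1b receptor, preincubated 30 min at 37 °C with compound, then stimulated 5 min with 25 nM vasopressin. Phospho-ERK by AlphaScreen SureFire after 5 h RT; normalized to DMSO and vasopressin; AC50 by Hill fit.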
4MU fluor = compounds fluorescent in 4-MU spectral region | compound autofluorescence, 340/450 nm, 4-MU equivalents; active compounds read high | max dye-equivalent concentration, M | actives 11% (n = 59,000); in the data active = max dye-equivalent concentration above about 10 nM; inconclusive = mostly about 1.1 nM to 9.6 nM
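Compounds in 100 mM Tris, pH 8.0, sat 15 min at room temperature before fluorescence was read at 340 nm excitation/450 nm emission; a per-plate six-point 4-MU standard curve converted signals to dye-equivalent concentration at each compound concentration.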
Rhodamine autofl = rhodamine region autofluorescence; actives 0.05% (n = 59,000); Rhodamine-region fluorescence, 547/598 nm, Tris buffer; active compounds read high; max dye-equivalent concentration, M; AID 594; in the data active = max dye-equivalent concentration above about 11 nM; inconclusive = between about 1.1 nM and that limit
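Compound fluorescence in 100 mM Tris, pH 8.0, read after 15 min at room temperature with 547 nm excitation and 598 nm emission. Output is dye-equivalent concentration from an on-plate rhodamine standard series.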
TexasRed autofl = compound fluoresces in the Texas Red spectral region. Compound fluorescence, Texas Red channel, 547/618 nm; active compounds read high. max dye-equivalent concentration, M. actives 0.06% (n = 59,000). AID 587; in the data active = max dye-equivalent concentration above about 10 nM; inconclusive = between about 1.1 nM and that limit
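Dye-equivalent concentrations come from scaling compound signal (ex 547, em 618 nm) to six Texas Red standard concentrations run on every plate, after 15 min room-temperature incubation in pH 8.0 Tris (100 mM).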
Tau filament bind = binds recombinant human tau filaments. P10636. recombinant tau filaments, thioflavin S fluorescence, 15 h; filaments grown with octadecylsulfate alongside compound. Potency, µM (top dose mostly 57.1 µM), without a hit: at the top dose activity change, negative = inhibition. actives 2% (n = 71,000). AID 596;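 note: potency is the fitted concentration of half-maximal effect; % is set by controls: 0 for no effect and ±100 for the full control effect; actives lower thioflavin S fluorescence by blocking filaments or displacing dye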
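His-tagged recombinant human tau (exons 2, 3 and 10 included), 1 uM, was induced to fibrillize by 30 uM sodium octadecylsulfate with compound present. After 15 h at 37 C, thioflavine S fluorescence (ex 450, em 510 nm) was read.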
Luciferase inh = inhibitors of firefly luciferase; Potency, µM (doses to about 57.1 µM), without a hit: at the highest dose activity change, negative = inhibition, usual class: inhibitors; actives 2.2% (n = 72,000); P08659; AID 411; purified firefly luciferase, luminescence, 8 min; note: potency is the fitted concentration of half-maximal effect; % is set by controls: 0 for no effect and ±100 for the full control effect; nearly all actives have a fitted effect of over 40% in size
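Luminescence read-out after 8 min at room temperature; enzyme reaction used luciferin plus 10 uM ATP (linear range) in imidazole buffer pH 7.2 with KCl, MgCl2, Tween 20 and BSA. Each sample was run as a titration.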
Fluorescein fluor = compound fluoresces in the fluorescein spectral region; Compound autofluorescence, 480/540 nm, fluorescein-equivalent; active compounds read high; max fluorescein-equivalent concentration, M; actives 0.91% (n = 59,000); AID 593; in the data active = max fluorescein-equivalent concentration above about 10 nM; inconclusive = between about 1.1 nM and that limit
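Each compound is tested across a concentration series in 100 mM Tris buffer at pH 8.0. After 15 min at room temperature, plates are imaged with 480 nm excitation and 540 nm emission filters, and intensities are converted to fluorescein-equivalent values.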
HEK293 cAMP cs = counter-screen for TSHR agonists: cAMP increase in parental HEK293; parental HEK293 CNG cAMP sensor, membrane potential fluorescence; Potency, µM (top dose mostly 57.1 µM), for the others: at the highest dose activation, most hits filed as activators; actives 2.5% (n = 73,000); note: potency is the fitted concentration of half-maximal effect; % of control where 0% means no effect; nearly all actives have a fitted effect of over 55% in size
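Parental HEK 293 cells stably expressing a cAMP-gated CNG channel were loaded with membrane potential dye containing 100 uM RO 20-1724 for 60 min. Compound added for 30 min; depolarization read as fluorescence intensity at 590 nm.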
A350 fluor = compound fluoresces in the Alexa 350 spectral region; Compound autofluorescence, 340/450 nm, Alexa 350 dye-equivalents; active compounds read high; actives 11% (n = 59,000); AID 590; max dye-equivalent concentration, M; in the data active = max dye-equivalent concentration above about 10 nM; inconclusive = mostly about 1.1 nM to 9.6 nM
Caspase-7 inhib = allosteric or competitive inhibitors of human caspase-7 | recombinant caspase-7, Ac-DEVD-AFC fluorescence rate | AID 889 | Potency, µM (highest dose often 57.5 µM), inactives show at the highest dose activity change, negative = inhibition, usual class: inhibitors | P55210 | actives 0.02% (n = 75,000); active = well fitted inhibition curve with a large enough effect in the main read-out, with a control signal flat, not every such curve was filed as active; inconclusive = small, poorly fitted or top-dose-only effect, or a change in a side signal; note: potency is the fitted concentration of half-maximal effect; % of control where 0% means no effect
Target sequence (P55210 24-198 limits assumed): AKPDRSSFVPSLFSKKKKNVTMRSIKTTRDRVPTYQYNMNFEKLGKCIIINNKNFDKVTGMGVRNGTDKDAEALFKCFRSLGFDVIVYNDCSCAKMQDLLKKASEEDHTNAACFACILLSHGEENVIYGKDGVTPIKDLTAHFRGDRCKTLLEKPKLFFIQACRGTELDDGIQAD
Target sequence (P55210 207-303 limits assumed): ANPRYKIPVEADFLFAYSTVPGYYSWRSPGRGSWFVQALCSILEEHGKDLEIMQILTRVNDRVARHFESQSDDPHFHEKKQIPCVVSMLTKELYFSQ
Casp1 inh = blocks human caspase-1 allosterically or competitively; P29466; Caspase-1 enzyme, Ac-WEHD-AFC fluorogenic rate; Potency, µM (doses to about 57.5 µM), for inactives: top-dose activity change, negative = inhibition, hits mostly inhibitors; actives 0.03% (n = 75,000);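 note: potency is the fitted concentration of half-maximal effect; plate controls were vehicle for no effect and no substrate for full effect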
Target sequence (P29466 120-297 limits assumed): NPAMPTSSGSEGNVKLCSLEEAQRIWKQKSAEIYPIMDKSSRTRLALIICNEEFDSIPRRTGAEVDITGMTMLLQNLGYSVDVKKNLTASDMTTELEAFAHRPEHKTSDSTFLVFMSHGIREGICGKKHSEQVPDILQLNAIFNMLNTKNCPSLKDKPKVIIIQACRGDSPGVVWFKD
Target sequence (P29466 317-404 limits assumed): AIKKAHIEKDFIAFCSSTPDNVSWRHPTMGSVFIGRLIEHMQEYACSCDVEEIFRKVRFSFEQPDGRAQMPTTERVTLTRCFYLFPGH
* marks the source's active call; other numbers are inactive results; i = inactive; ? = inconclusive; nt = no result given; [ ] = dose if it differs, or a comment. Unless noted, calls come from the whole dose curve; as a rule, active = well fitted curve in the direction sought with a large enough effect; inconclusive = small, poorly fitted or top-dose-only effect, or another doubt; inactive = no such curve, though single readings can be large; an effect the other way counts as inactive or inconclusive. Some of the compounds tested; the hit share may differ from the screen's.

SMILES	ERK AVP inh	4MU fluor	Rhodamine autofl	TexasRed autofl	Tau filament bind	Luciferase inh	Fluorescein fluor	HEK293 cAMP cs	A350 fluor	Caspase-7 inhib	Casp1 inh
NC1=N[C@H](c2ccc(Cl)cc2)N(c2ccc(S(N)(=O)=O)cc2)C(N)=N1	-10%[11.5 µM]	i	i	i	6%[11.4 µM]	2%[11.4 µM]	?	7%[11.4 µM]	i	-2%[11.5 µM]	0%[11.5 µM]
CCCCn1c(SCC(=O)N2CCCC2)nc2c1c(=O)n(C)c(=O)n2C	-23%	i	i	i	-2%	1%	i	12%	i	2%	-1%
COc1cccc(CN2CCN(C(=O)c3cccc(F)c3)CC2)c1	-2%	nt	nt	nt	2%[11.4 µM]	2%	nt	2%[11.4 µM]	nt	2%	-1%
COc1ccc(C)cc1NC(=O)c1cc2c(CO)cnc(C)c2oc1=N	7%	nt	nt	nt	-5%	5%	nt	9%	nt	-2%	2%
CCOC(=O)c1c(C)oc2c1c(C=NCc1ccccn1)c(O)c1ccccc12	21%	i	i	i	77%	-3%	?	-12%	i	-14%	-15%
CCCC(=O)Nc1cc(C)c(NC(=O)Cc2ccccc2)cn1	10%	i	i	i	5%	-1%	i	-8%	?	-1%	-5%
Cc1cccc(OCCCC(=O)Nc2ccc3c(c2)OCO3)c1	3%	nt	nt	nt	-7%[11.4 µM]	1%	nt	?	nt	-1%	-2%
CC(=O)NC(CCS(C)(=O)=O)C(=O)Nc1cccc(C(C)=O)c1 (stereo not given)	8%	i	i	i	6%	1%	i	?	i	1%	-1%
Cc1onc(-c2ccccc2Cl)c1C(=O)NCC1CCCO1 (stereo not given)	-3%	nt	nt	nt	1%	0%	nt	?	nt	-1%	-6%
Oc1c(CN2CCOCC2)cc(COCc2ccccc2)c2cccnc12	2%	i	i	i	-48%	-1%	i	11%	i	0%	0%
CC(C)Oc1ccccc1C1CC(=O)Nc2cc3c(cc21)OCCO3 (stereo not given)	16µM*	i	i	i	1%	0%	i	?	i	0%	-2%
CC(=O)NC(CC(C)C)C(=O)NC(Cc1ccccc1)C(N)=O (stereo not given)	-17%	i	i	i	0%	3%	i	-5%	i	-1%	3%
CC1Cn2c(COc3ccccc3)nnc2S1 (stereo not given)	nt	nt	nt	nt	-12%	4%	nt	23%	nt	2%	-5%
C=CC[C@@H]1C=C[C@@H](O/N=C\c2ccc(C(=O)N3[C@H](c4ccc(C)cc4)[C@@H](C)CC[C@H]3C(=O)OC)cc2)[C@@H](CO)O1	24%[11.5 µM]	nt	nt	nt	nt	1%[11.4 µM]	nt	13%[11.4 µM]	nt	-1%[11.5 µM]	0%[11.5 µM]
O=C(NCc1cn2ccccc2n1)c1ccccc1	-7%	i	i	?	-1%	7%	i	68%	i	-1%	-4%
O=c1n(Cc2cc3c(cc2Cl)OCO3)c(=O)n2n1CC[C@H]1/C(=N\OCc3ccccc3)[C@H]3O[C@@H]3[C@@H](O)[C@@H]12	8%[11.5 µM]	nt	nt	nt	nt	1%[11.4 µM]	nt	0%[11.4 µM]	nt	2%[11.5 µM]	-2%[11.5 µM]
Cc1cc(C)n(-c2ccc(C(=O)Nc3ccc(S(=O)(=O)NCc4ccco4)cc3)cc2)n1	0%	i	i	i	12%	0%	?	23%	i	0%	0%
O=C(CC1COc2ccccc2O1)Nc1ccccn1 (stereo not given)	-20%	i	i	i	-1%	-2%	i	13%	i	0%	1%
O=C(O)[C@@H]1CCCN1Cc1cc2ccccc2c2ccccc12	-9%[11.5 µM]	i	i	i	3%[11.4 µM]	0%[11.4 µM]	?	-4%[11.4 µM]	i	0%[11.5 µM]	-2%[11.5 µM]
CCOC(=O)C1=C(O)C(=O)N(Cc2ccccc2)C1	?	nt	nt	nt	18%	-12%	nt	11%	nt	-11%	-7%
Cc1nnc(NC(=O)Cc2ccc(OCc3c(C)noc3C)cc2)s1	-3%	i	i	i	-3%	3%	i	2%	i	-3%	0%
CCOC(=O)CNC(=O)CSc1nc(NCc2ccccc2)nc(N(C)C)n1	-10%	i	i	i	8%	1%	?	11%	i	-1%	0%
CCCc1nc2ccccc2c(=O)n1NC(=O)c1c(O)c2ccccc2[nH]c1=O	-3%	i	i	?	-6%	-10%	i	-14%	i	-1%	2%
CC(=O)OCC(=O)[C@]12OC(C)(C)O[C@@H]1C[C@H]1[C@H]3CC=C4C[C@@H](O)CC[C@]4(C)[C@H]3CC[C@]12C	0%[11.5 µM]	i	i	i	12%[11.4 µM]	6%[11.4 µM]	?	4%[11.4 µM]	i	-4%[11.5 µM]	-2%[11.5 µM]
Cn1c(=O)c(CCc2ccccc2)nc2cnc(N3CCNCC3)nc21	-6%	1.1e-07M*	i	i	32%	-8%[11.4 µM]	?	14%	1.3e-07M*	-27%	2%
(next part)
SMILES	ERK AVP inh	4MU fluor	Rhodamine autofl	TexasRed autofl	Tau filament bind	Luciferase inh	Fluorescein fluor	HEK293 cAMP cs	A350 fluor	Caspase-7 inhib	Casp1 inh
Cc1cc(NC(=O)CSc2ccc3nnc(-c4cccnc4)n3n2)no1	nt	nt	nt	nt	-4%	-1%	nt	9%	nt	1%	-2%
CCOC(=O)N1CCN(C(=O)c2ccc(C#CC3(O)CCCCC3)cc2)CC1	-21%	i	i	i	2%	0%	?	5%	i	-1%	-1%
CCOC(=O)c1[nH]c(C(=O)O)c(CCC(=O)OC)c1C	4%	i	i	?	6%	1%	i	-4%	i	2%	0%
O=P(OC1CCS(=O)(=O)C1)(c1ccccc1)c1ccccc1 (stereo not given)	-13%	i	i	i	-6%	2%	i	2%	i	2%	0%
O=C(Nc1ncc(Br)s1)C(Cc1ccccc1)n1cccc1 (stereo not given)	?	nt	nt	nt	-8%	1%	nt	11%	nt	-11%	-6%
Cc1ccc2cccc(Oc3nnnn3-c3ccccc3)c2n1	13%	i	i	i	0%	0%	i	?	i	1%	0%
O=C(O)CCc1ccc(-c2ccc(Br)cc2)n1Cc1ccco1	-13%	1.8e-08M*	i	i	?	0%	?	5%	1.9e-08M*	-16%	-9%
Cc1ncc2c(c1O)COP(=O)(O)OC2	8%	nt	nt	nt	?	2%	nt	1%	nt	0%	3%
Clc1ccc(OCc2nnc(-c3ccccc3Br)o2)cc1	-17%	i	i	i	-4%	2%	?	?	i	-5%	-6%
Cc1c(C(=O)Nc2ccccc2)oc2c1C(=O)CC(C)(C)C2	-12%	i	i	i	?	0%	i	-3%	?	-8%	-7%
C/C(=C(\C#N)C(=O)NCCN1CCOCC1)N(C)C	-9%	i	i	i	1%	1%	?	1%	?	-3%	-2%
O=C(Nc1cccc(F)c1)N1CCC2(CC1)CCN(C(=O)c1cc(C(F)(F)F)cc(C(F)(F)F)c1)CC2	-4%	i	i	i	5%	1%[11.4 µM]	i	9%	i	-1%	0%
CC(C)C(NS(=O)(=O)c1ccc2c(c1)oc(=O)n2C)C(=O)N1CCN(c2ccccc2F)CC1 (stereo not given)	3%	nt	nt	nt	26%	-5%	nt	20%	nt	-1%	-1%
O=C(Cn1nnc2ccccc21)NC1CCCCC1	0%	i	i	?	-6%	0%	?	21%	i	0%	0%
CCOC(=O)N1CCC(NC(=O)C2CCN(S(=O)(=O)N3CCC(C)CC3)CC2)CC1	-4%	i	i	i	14%	3%	i	1%	?	-1%	-2%
O=C(COc1ccc(F)cc1)OCCN1CCOCC1	nt	i	i	i	nt	1%[25.5 µM]	?	nt	i	nt	nt
COc1ccc(CCNC(=O)c2c[nH]c3ccccc3c2=O)cc1OC	-24%	i	i	?	17%	-1%	i	-22%	i	0%	2%
O=C(NCC1CC1)[C@H]1C[C@@H]1[C@H](NP(=O)(c1ccccc1)c1ccccc1)c1ccccc1	0%	nt	nt	nt	2%	nt	nt	?	nt	0%	-1%
COC(=O)c1nnc(-c2ccccc2)c(-c2ccccc2)n1	-10%	i	i	?	3%	1%	i	-3%	?	0%	0%
CC(C)CCNC(=O)CN(CCCN1CCOCC1)C(=O)Cn1nnc(-c2ccc(F)cc2)n1	-23%	i	i	i	-7%	2%	?	?	i	0%	1%
COC(=O)[C@@H](NC(=O)NC1CCCc2ccccc21)C(C)C (stereo not given in full)	8%	i	i	i	-9%	0%	i	?	?	1%	0%
COC(=O)c1c(NC(=O)CN2CCN(C(=O)c3ccco3)CC2)c2c(C)cccc2n1C	-17%	?	i	i	-3%	1%	i	-1%	?	-1%	-2%
CC1(C)CC(C(=O)Nc2nccs2)CCO1 (stereo not given)	2%	i	i	i	0%	0%	?	2%	i	0%	1%
COc1cccc(Nc2ncc3ncc(=O)n(CCC#N)c3n2)c1	?	i	i	i	-7%	1%[11.4 µM]	i	14%	i	-4%	1%
CCOCCCNC(=O)C1CCN(S(=O)(=O)N2CC(C)CC(C)C2)CC1 (stereo not given)	12%	?	i	i	-30%	0%	i	5%	?	2%	1%
CCN1C(=O)/C(=C2/C=CC=CN2C)SC1=S	?	nt	nt	nt	?	0%	nt	13%[11.4 µM]	nt	-2%	-6%

Reprinted from the entries so far for reference:
SMILES	ERK AVP inh	4MU fluor	Rhodamine autofl	TexasRed autofl	Tau filament bind	Luciferase inh	Fluorescein fluor	HEK293 cAMP cs	A350 fluor	Caspase-7 inhib	Casp1 inh
Cc1cc(NC(=O)CSc2ccc3nnc(-c4cccnc4)n3n2)no1	nt	nt	nt	nt	-4%	-1%	nt	9%	nt	1%	-2%
CCOC(=O)N1CCN(C(=O)c2ccc(C#CC3(O)CCCCC3)cc2)CC1	-21%	i	i	i	2%	0%	?	5%	i	-1%	-1%
